Bioassay records from PubChem.
NFkB SMM: binds human NF-kappa-B p105 on microarray | P19838 | Small molecule microarray, anti-His fluorescence binding | calls only | 17,000 compounds, 1.3% hits | AID 624139;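 active = spot fluorescence over background significantly raised, with a chance value under 7% in all four replicate spots of the compound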;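 note: probe protein is his-tagged human p50 processed subunit at 1 µg/ml; raw spot fluorescence signals with no normalization applied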
Target sequence (P19838 1-433 limits assumed): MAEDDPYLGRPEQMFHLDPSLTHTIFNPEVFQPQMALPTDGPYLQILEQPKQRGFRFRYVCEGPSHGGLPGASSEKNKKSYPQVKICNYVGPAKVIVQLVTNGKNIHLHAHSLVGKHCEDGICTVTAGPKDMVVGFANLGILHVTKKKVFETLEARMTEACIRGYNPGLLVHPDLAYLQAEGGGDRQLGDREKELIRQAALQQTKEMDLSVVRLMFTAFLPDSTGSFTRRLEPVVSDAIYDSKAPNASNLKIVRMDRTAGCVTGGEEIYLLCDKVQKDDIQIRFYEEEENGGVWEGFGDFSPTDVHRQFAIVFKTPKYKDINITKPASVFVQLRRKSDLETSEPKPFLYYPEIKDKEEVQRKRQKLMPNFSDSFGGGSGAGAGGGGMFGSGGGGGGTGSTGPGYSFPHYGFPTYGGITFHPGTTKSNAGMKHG
Calls only; i = inactive. The list is partial, so the mix of outcomes need not match the whole.

SMILES | NFkB SMM
Nc1ccc(-c2cccc3c(=O)cc(N4CCOCC4)oc23)cc1 | i
COc1ccc([C@H]2CNC(=O)C2)cc1OC1CCCC1 | i
O=c1cc(-c2ccc(O)cc2)oc2cc(OC3OC(CO)C(O)C(O)C3OC3OCC(O)(CO)C3O)cc(O)c12 (stereo not drawn) | i
CC(=O)O[C@]1(C(C)=O)CC[C@H]2[C@@H]3C=C(Cl)C4=CC(=O)C5CC5[C@]4(C)[C@H]3CC[C@@]21C (stereo partly drawn) | i
COc1ccc(C[C@H]2COC(=O)[C@@H]2Cc2ccc(O[C@@H]3O[C@H](CO)[C@@H](O)[C@H](O)[C@H]3O)c(OC)c2)cc1OC | i
N#Cc1ccc(C(c2ccc(C#N)cc2)n2cncn2)cc1 | i
CC(C)=CCOc1c2ccoc2cc2oc(=O)ccc12 | i
C[N+]1(C)CCC(=C(c2ccccc2)c2ccccc2)CC1 | i
C=CCN1CC(C(=O)N(CCCN(C)C)C(=O)NCC)CC2c3cccc4[nH]cc(c34)CC21 (stereo not drawn) | i
Cc1ccc(=O)n(-c2ccccc2)c1 | i
NC(=O)N1C(=O)C(C(=O)c2cccs2)c2cc(Cl)ccc21 (stereo not drawn) | i
COc1nccc(-c2c(-c3ccc(F)cc3)ncn2C2CCC(O)CC2)n1 (stereo not drawn) | i
C=CCn1c(=O)n(C2OC(CO)C(O)C2O)c2nc(N)[nH]c(=O)c21 (stereo not drawn) | i

Three compounds from above, ordered by molecular weight, smallest number first:
SMILES | NFkB SMM
C[N+]1(C)CCC(=C(c2ccccc2)c2ccccc2)CC1 | i
N#Cc1ccc(C(c2ccc(C#N)cc2)n2cncn2)cc1 | i
O=c1cc(-c2ccc(O)cc2)oc2cc(OC3OC(CO)C(O)C(O)C3OC3OCC(O)(CO)C3O)cc(O)c12 (stereo not drawn) | i

2 records picked at random from the list so far:
SMILES | NFkB SMM
C=CCN1CC(C(=O)N(CCCN(C)C)C(=O)NCC)CC2c3cccc4[nH]cc(c34)CC21 (stereo not drawn) | i
O=c1cc(-c2ccc(O)cc2)oc2cc(OC3OC(CO)C(O)C(O)C3OC3OCC(O)(CO)C3O)cc(O)c12 (stereo not drawn) | i
